L3MBTL1 inh = blocks human L3MBTL1; Q9Y468; AlphaScreen L3MBTL1–H3K9me1 peptide binding; Potency, µM (doses to about 57.1 µM), inactives show top-dose activity, negative = inhibition, most hits filed as inhibitors; 0.66% of 230,000 active; also: % is scaled to controls: 0 for no effect and ±100 for the full control effect; nearly all actives have a fitted effect of over 60% in size
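AlphaScreen assay: L3MBTL1 (50 nM final) was preincubated 30 min at room temperature with biotinylated H3(1-15)K9me1 peptide (75 nM final), then 30 min with library compounds; streptavidin donor and nickel chelate acceptor beads (10 ug/mL final) added, 30 min dark.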
Lamin A splicing = LMNA splicing modulation | Potency, µM (titrated, usually from 46.1 µM), for the others: top-dose ratio change, negative = inhibition, hits mostly inhibitors | AID 1487 | 0.01% of 200,000 active | HeLa LMNA splicing GFP/RFP minigene ratio, 48 h; active = well fitted inhibition curve with a large enough effect in the signal ratio, with a control signal flat, not every such curve was filed as active; inconclusive = small, poorly fitted or top-dose-only effect, or effect the other way, or a change in a side signal; the % refers to the signal ratio; also: % is scaled to controls: 0 for no effect and ±100 for the full control effect
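S3 HeLa stable clones carrying a lamin A-EGFP splicing minigene plus DsRed2 were seeded at 600 cells/well in Opti-MEM with 2% FBS, pin-dosed and incubated 48 h at 37°C. Acumen cytometry (488 nm) gave the GFP/RFP total-intensity ratio.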
RECQ1 helicase = RECQ1 (human) helicase inhibition; P46063; RECQ1 DNA unwinding, red fluorescence kinetic read; Potency, µM (top dose mostly 57.3 µM), for inactives: at the highest dose activity, negative = inhibition, usual class: inhibitors; 0.54% of 240,000 active;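 also: plate controls were vehicle for no effect and no enzyme for full effect; nearly all actives have a fitted effect of over 30% in size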
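RECQ1T1 50 nM; forked duplex (20 bp + 30-nt ss tails) 200 nM, ATP 2 mM final; pH 8.0, 2 mM MgCl2, 2.5 ug/ml poly(dI-dC); 15 min compound preincubation; discontinuous kinetic read over 2 h at RT.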
Tau fibril ThT = inhibitors of human tau fibril formation, thioflavin T binding; P10636; AID 1460; recombinant tau K18 P301L (four-repeat tau fragment), heparin-induced fibrillization, ThT fluorescence; Potency, µM (top dose mostly 57.4 µM), for the others: top-dose activity, negative = inhibition, actives largely listed as inhibitors; 2.1% of 270,000 active; also: % is scaled to controls: 0 for no effect and ±100 for the full control effect; nearly all actives have a fitted effect of over 55% in size
Target sequence (P10636 561-689 P618L limits assumed): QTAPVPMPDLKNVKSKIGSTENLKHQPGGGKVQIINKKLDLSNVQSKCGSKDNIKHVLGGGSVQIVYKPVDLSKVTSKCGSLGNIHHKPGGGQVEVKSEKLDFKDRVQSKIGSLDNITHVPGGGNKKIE
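Tau K18 P301L fragment (15 uM unlabeled plus 0.24 uM Alexa 594-labeled) in 100 mM sodium acetate pH 7 with compound, fibrillization induced by 20 uM heparin for 6 hr at 37 C. Thioflavin T (30 uM) added, fluorescence read after 1 hr (ex 450, em 510 nm).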
SMN2 splice enh = enhancers of SMN2 splice variant expression | AID 1458 | 2.8% of 210,000 active | HEK293 SMN2-luciferase splicing reporter, luminescence, 30-36 h | Potency, µM (top dose mostly 46.1 µM), inactives show at the highest dose activity change, positive = activation, usual class: activators; also: % of control where 0% means no effect; nearly all actives have a fitted effect of over 55% in size
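HEK293 cells carry an SMN2 […]–luciferase reporter in which exon 7 inclusion puts luciferase in frame. Cells were plated 10-12 h before compound addition, then incubated 30-36 h at 37C. ONE-Glo luminescence was read; sodium butyrate at 4.5 mM final served as control.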
JMJD2E inh = blocks human JMJD2E demethylase activity | 1.6% of 230,000 active | Potency, µM (highest dose often 57.1 µM), without a hit: at the highest dose activity change, negative = inhibition, most hits filed as inhibitors | AID 2147 | B2RXH2 | JMJD2E catalytic domain, FDH-coupled NADH fluorescence (FDH is formaldehyde dehydrogenase); active = well fitted inhibition curve with a large enough effect, not every such curve was filed as active; inconclusive = small, poorly fitted or top-dose-only effect, or another doubt; inactive = no such curve, though single readings can be large or run the other way;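 also: 0% = wells with enzyme and -100% = buffer wells without enzyme; nearly all actives have a fitted effect of over 50% in size; many of its hits are not listed in these tables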
Target sequence (B2RXH2 1-337 limits assumed): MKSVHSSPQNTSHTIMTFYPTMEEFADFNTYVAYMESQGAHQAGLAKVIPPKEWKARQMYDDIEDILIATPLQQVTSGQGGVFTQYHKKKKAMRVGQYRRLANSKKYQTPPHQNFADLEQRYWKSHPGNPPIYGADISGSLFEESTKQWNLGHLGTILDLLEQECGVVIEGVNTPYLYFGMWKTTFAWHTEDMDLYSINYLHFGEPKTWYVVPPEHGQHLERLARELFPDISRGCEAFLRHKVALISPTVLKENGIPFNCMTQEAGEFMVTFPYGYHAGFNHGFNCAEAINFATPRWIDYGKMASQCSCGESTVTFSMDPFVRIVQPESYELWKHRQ
KinaseGlo FLuc = Kinase-Glo luciferase inhibition (counter-screen); Kinase-Glo luciferase, ATP luminescence, 8 min; 0.28% of 200,000 active; Potency, µM (doses to about 38.3 µM), for the others: top-dose activity change, negative = inhibition, hits mostly inhibitors; Q27757; AID 1379; also: % is scaled to controls: 0 for no effect and ±100 for the full control effect; nearly all actives have a fitted effect of over 60% in size
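Substrate mix (final 50 mM imidazole pH 7.2, 50 mM KCl, 7 mM MgCl2, 10 uM ATP, 0.01% Tween 20, 0.05% BSA) plus pin-tool compound, then Kinase-Glo detection mix; 8 min ambient, luminescence read.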
ALDH1A1 inh = inhibitors of human aldehyde dehydrogenase 1A1 | Purified ALDH1A1, NADH fluorescence, propionaldehyde substrate | Potency, µM (titrated, usually from 75.3 µM), for the others: at the highest dose activity, negative = inhibition, hits mostly inhibitors | 7.3% of 220,000 active | AID 1030; active = well fitted inhibition curve with a large enough effect, not every such curve was filed as active; inconclusive = small, poorly fitted or top-dose-only effect, or another doubt; inactive = no such curve, though single readings can be large or run the other way;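 also: plate controls were no enzyme wells and a reference inhibitor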
Target sequence (P00352 whole entry, looked up): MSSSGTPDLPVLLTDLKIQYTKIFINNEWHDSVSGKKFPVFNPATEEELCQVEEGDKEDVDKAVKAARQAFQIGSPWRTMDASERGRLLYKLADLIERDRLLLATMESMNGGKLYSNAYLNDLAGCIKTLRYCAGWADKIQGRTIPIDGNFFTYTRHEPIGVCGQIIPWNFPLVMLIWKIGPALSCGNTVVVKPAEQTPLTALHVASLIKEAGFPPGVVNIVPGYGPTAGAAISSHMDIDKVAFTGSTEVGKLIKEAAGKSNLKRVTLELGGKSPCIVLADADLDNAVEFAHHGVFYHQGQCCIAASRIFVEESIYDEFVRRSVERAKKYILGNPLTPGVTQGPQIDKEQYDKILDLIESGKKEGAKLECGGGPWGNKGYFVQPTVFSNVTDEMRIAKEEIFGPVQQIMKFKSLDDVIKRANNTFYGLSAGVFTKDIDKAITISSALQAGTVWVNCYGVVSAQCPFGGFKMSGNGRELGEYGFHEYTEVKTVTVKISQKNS
Active calls of the source: *; i = inactive; ? = inconclusive; / = not tested or not shown; [ ] = remark or other dose. Unless noted, calls follow the shape of the dose curve; as a rule, active = well fitted curve in the direction sought with a large enough effect; inconclusive = small, poorly fitted or top-dose-only effect, or another doubt; inactive = no such curve, though single readings can be large; an effect the other way counts as inactive or inconclusive. Potency is read from the fitted curve at half-maximal effect. Only part of the results is shown; count on the stated rates, not on these rows.

SMILES	L3MBTL1 inh	Lamin A splicing	RECQ1 helicase	Tau fibril ThT	SMN2 splice enh	JMJD2E inh	KinaseGlo FLuc	ALDH1A1 inh
Cc1cc(Cl)c(OCCCn2ccnc2)c(Br)c1	-17%	-10%	-5%	-8%	-26%	-25%	0%	-13%
NC(=O)Oc1cccc(OC(N)=O)c1	9%	/	i	-9%	/	-3%	/	9%
CC(=O)Nc1ccc(S(=O)(=O)N2CCNC(=O)CC2)cc1	/	-9%	15%	-2%	8%	2%	-2%	10%
CN(Cc1ccccc1)C(=O)c1ccc([N+](=O)[O-])o1	-5%	?	9%	-8%	-17%	-3%	0%	?
CCCc1cc(=O)[nH]c(SCC(=O)c2cc(C)n(C)c2C)n1	/	6%	-9%	-17%	-30%	-6%	-3%	-7%
COc1ccccc1CNC(=O)CCNC(=O)Cn1cnc2ccccc2c1=O	1%	8%	-8%	-2%	1%	2%	-3%	-4%
C=CCn1c(SCC(=O)NC2CCS(=O)(=O)C2)nc2sc(CC)cc2c1=O (configuration not stated)	/	9%	i	-4%	-21%	-7%	-1%	-14%
COc1cc(/C=N/n2c(C)nnc2C)cc(OC)c1OC	/	1%	-6%	-10%	4%	-28%	2%	?
CS(=O)(=O)Nc1ccccc1C(=O)Nc1cccc(Cl)c1	4%	?	-12%	-1%	-44%[inhibitor]	?	3%	?
CC(=O)N(c1ccc(Cl)cc1)c1c[nH]c2ccccc12	2%	?	1%	-11%	-12%	-1%	-4%	7%
COc1ccc(C2C(C)C3(O)CC(C#N)(C(=O)N3)C2(C#N)C#N)cc1 (configuration not stated)	4%	/	-1%	-9%	/	1%	/	/
O=C1c2cnc3nc(SCc4ccc(Cl)cc4)nn3c2CC2c3ccccc3CCN12 (configuration not stated)	0%	?	-8%	-15%	-12%	?	-2%	?
CCOCC(=O)Nc1ccc2c(c1)OCCO2	11%	-3%	-13%	0%	?	-3%	-7%	?
O=c1c2cc(Br)ccc2nc2n1CCCCC2	-1%	9%	-1%	-4%	-17%	10%	-5%	-8%
CCCN(CCO)Cc1cccc(Cl)c1	8%	7%	-6%	3%	4%	-17%	-1%	9%
COc1cccc(N=c2oc3cc(O)ccc3cc2C(=O)NCC2CCCO2)c1 (configuration not stated)	-20%	8%[46 µM]	i	?	-5%	?	0%	?
CCNC(=O)NC(=O)C(C)SCc1ccccc1C (configuration not stated)	9%	3%	-10%	7%	-8%	1%	15%	-1%
COc1cc(C2CC(=O)Oc3cc(O)ccc32)cc(OC)c1OC (configuration not stated)	0%	/	i	-2%[81.4 µM]	/	/	1%[39.9 µM]	0%
COc1cc(NS(=O)(=O)c2ccc(NC(=O)C3CCCO3)cc2)nc(OC)n1 (configuration not stated)	/	-6%	i	2%	14%	-4%	4%	6%
O=C(N1CCOCC1)C12CCC3CC(CC(C3)C1)C2	1%	-5%	5%	4%	0%	0%	-2%	6%
CCOc1ccc(Cn2c3ccc(OC)cc3c3nc4ccccc4nc32)cc1	14%	12%	-5%	?	-31%[inhibitor]	13%	-1%	5%
O=C(NCCN1CCCCC1)c1ccc(=O)oc1	/	3%	-1%	2%	3%	?	-3%	?
Cc1ccc(/C=C/C(O)=C2/C(=O)N(C)C3(C)CC2c2ccccc2O3)cc1 (configuration not stated)	28%	?	-8%	?	-54%[inhibitor]	?	-2%	?
c1nnc(NC2=NCCC2)s1	/	3%	-2%	-5%	4%	2%	-1%	-1%

Six consecutive records already listed:
SMILES	L3MBTL1 inh	Lamin A splicing	RECQ1 helicase	Tau fibril ThT	SMN2 splice enh	JMJD2E inh	KinaseGlo FLuc	ALDH1A1 inh
COc1cc(NS(=O)(=O)c2ccc(NC(=O)C3CCCO3)cc2)nc(OC)n1 (configuration not stated)	/	-6%	i	2%	14%	-4%	4%	6%
O=C(N1CCOCC1)C12CCC3CC(CC(C3)C1)C2	1%	-5%	5%	4%	0%	0%	-2%	6%
CCOc1ccc(Cn2c3ccc(OC)cc3c3nc4ccccc4nc32)cc1	14%	12%	-5%	?	-31%[inhibitor]	13%	-1%	5%
O=C(NCCN1CCCCC1)c1ccc(=O)oc1	/	3%	-1%	2%	3%	?	-3%	?
Cc1ccc(/C=C/C(O)=C2/C(=O)N(C)C3(C)CC2c2ccccc2O3)cc1 (configuration not stated)	28%	?	-8%	?	-54%[inhibitor]	?	-2%	?
c1nnc(NC2=NCCC2)s1	/	3%	-2%	-5%	4%	2%	-1%	-1%

Carrying on:
SMILES	L3MBTL1 inh	Lamin A splicing	RECQ1 helicase	Tau fibril ThT	SMN2 splice enh	JMJD2E inh	KinaseGlo FLuc	ALDH1A1 inh
CCc1ccccc1-n1c(-c2ccncc2)n[nH]c1=S	22%	?	4%	14%	7%	4%	0%	?
O=C(/C=C/c1ccc(F)cc1)NC(Cc1c[nH]c2ccccc12)C(=O)O (configuration not stated)	/	/	-1%	-13%	/	-3%	/	0%
O=C(Nc1ccccc1N1CCOCC1)c1cc2c(s1)CCCCC2	/	-6%[46 µM]	-12%	-9%	/	?	3%	?
O=C(Nc1nccs1)c1cc(-c2ccccc2)nc2ccccc12	-6%	?	i	-16%	-22%	-9%	-2%	-7%
CCCn1c(=O)c(C(=O)Nc2ccccc2C(=O)OCC)c(O)c2ccccc21	0%	-1%	-6%	-3%	2%	-21%	1%	?
Cc1ccccc1-n1nnnc1SCC(C)C	106%[activator]	7%[46 µM]	4%	2%	6%	-2%	1%	1.1µM*
C/C(=N\NC(=O)c1ccccc1)c1ccc2c(c1)OCO2	/	9%	-6%	-20%	27%	3%	15%	4%
COc1cc(NC(=O)c2cc(C)nc3ccccc23)cc(OC)c1	/	-13%[46 µM]	-3%	-3%	18%	?	3%	?
Cn1nnnc1SCCOc1ccc(C#N)cc1	3%	5%	-15%	4%	-2%	10%	-4%	8%
CC(C)(/C=N/NC(=O)CSCc1ccccc1Cl)CCC#N	1%	-12%	0%	-2%	6%	-1%	2%	?
COc1ccc(C(=O)CSC#N)cc1OC	4%	-20%[46 µM]	i	16µM*	-10%	11%	0%	1.3µM*
O=C(NCCC1=CCCCC1)c1ccc(F)cc1	4%	-5%	-19%	8%	7.1µM*	4%	-3%	-3%
CCOc1ccc(S(=O)(=O)N2CCN(c3ccc(OC)cc3)CC2)c2cccnc12	-6%	?	?	?	-15%	0%	3%	-8%
Cc1ccccc1NC(=O)CSc1nc(COc2ccccc2)nc2ccccc12	10%	-5%	11%	-13%	-21%	9%	0%	6%
COC(=O)C(NC(C)=O)(Nc1nc2ccc(C)cc2s1)C(F)(F)F (configuration not stated)	/	-6%	-4%	-14%	-3%	0%	11%	2%
Cc1ccccc1NCC(=O)N/N=C\c1ccc([N+](=O)[O-])s1	/	/	-8%	?	-46%[inhibitor]	-2%	3%	?
CCn1c(C)[n+](CCOC(C)=O)c2cc(Cl)c(Cl)cc21	5%	/	i	-10%	/	16µM*	1%	2%
COc1cccc(/C=N/Nc2nc(-c3cccnc3)nc3ccccc23)c1	2%	/	-6%	?	/	?	/	/
O=C(NCc1ccco1)Oc1ccccc1	/	5%	12%	-3%	-1%	4%	-1%	4%
CN(C(=O)CS(=O)(=O)Cc1ccccc1Cl)c1ccccc1	-4%	-5%[46 µM]	i	-1%	10%	-1%	-2%	-14%
Cc1nnc(SCC(=O)NC2CCS(=O)(=O)C2)n1Cc1ccccc1 (configuration not stated)	/	?	-2%	-10%	?	4%	0%	?
Cc1ccc(C(=O)N2CCC(Cc3ccccc3)CC2)cc1[N+](=O)[O-]	/	?	-8%	-12%	-41%[inhibitor]	1%	-1%	14µM*
COc1ccc(OC)c(-c2csc(NC(=O)CSc3ccc([N+](=O)[O-])cc3)n2)c1	-16%	?	-22%	?	-29%	-5%	4%	?
CC(C)(C)OC(=O)NCCCC1=CC2=CC(=O)C(C)(O)C(=O)C2=CO1 (configuration not stated)	/	/	-2%	8%	30%	?	-12%	8%
CCOC(=O)c1nnc(-c2ccccc2)o1	/	9%	-4%	0%	-8%	-7%	-4%	13%
CN(C)c1ccc(CNn2cnnc2SCC(=O)NC(C)(C)C)cc1	7%	/	i	-5%	/	1%	-1%	7%
CC(=O)N1CCc2cc(S(=O)(=O)NCCC(=O)N3CCN(Cc4ccccc4)CC3)ccc21	2%	?	-4%	-8%	-34%[inhibitor]	6%	3%	?
Cc1cccc(NS(=O)(=O)c2cnc[nH]2)c1	7%	?	13%	-4%	-7%	-1%	2%	7%
CC1Cc2cc(/C(O)=C3/C(=O)C(=O)N(CC4CCCO4)C3c3ccco3)ccc2O1 (configuration not stated)	/	-10%	i	-12%	13%	-3%	3%	-6%
COc1cccc(C(=O)/C=C/Nc2cc(C)ccc2O)c1	-4%	-20%	-15%	3.5µM*	/	?	-3%	25µM*
O=C(COC(=O)c1cncc(Br)c1)NCc1ccccc1	-8%	-2%[46 µM]	-2%	-2%	12%	-5%	7%	-15%
Nc1nc(SCC(=O)Nc2cccc(S(=O)(=O)N3CCCCCC3)c2)n[nH]1	-1%[2.29 µM]	/	-6%	9%	-10%	9%	-1%	-3%
CC(C)c1ccccc1N=C1SCCN1C1CCS(=O)(=O)C1 (configuration not stated)	8%	14%	-11%	-8%	-8%	2%	0%	2%

Of the compounds above, 2 have a tert-butyl group:
SMILES	L3MBTL1 inh	Lamin A splicing	RECQ1 helicase	Tau fibril ThT	SMN2 splice enh	JMJD2E inh	KinaseGlo FLuc	ALDH1A1 inh
CC(C)(C)OC(=O)NCCCC1=CC2=CC(=O)C(C)(O)C(=O)C2=CO1 (configuration not stated)	/	/	-2%	8%	30%	?	-12%	8%
CN(C)c1ccc(CNn2cnnc2SCC(=O)NC(C)(C)C)cc1	7%	/	i	-5%	/	1%	-1%	7%

Screening data as filed in PubChem BioAssay.
